GalR3 antagonist: GalR3 antagonists in HEK293 cells, primary screen, cell-based, fluorescence readout; Galanin receptor type 3 (Homo sapiens), O60755; HEK293 GalR3-CNG cAMP membrane potential fluorescence; galR3 body fused to GalR1 C-terminus; inhibition, % at 3 µM; 360,000 tested, 0.44% active;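 active means inhibition above the screen-wide average plus 3 SD, cut at about 13% in these data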;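 further: forskolin and galanin both at EC90 stimulate the cells; cAMP rise reported by CNG channel membrane potential dye signal; 0% = forskolin plus galanin with DMSO and 100% = forskolin alone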
IMP-1 inhibitor: IMP-1 metallo-beta-lactamase inhibitors, primary screen, biochemical, epi-absorbance readout, Pseudomonas aeruginosa enzyme. 290,000 tested, 0.45% active. purified IMP-1, nitrocefin hydrolysis, epi-absorbance fluorescence. metallo-beta-lactamase IMP-1 (Pseudomonas aeruginosa). inhibition, % at 5.6 µM. AID 1556, 2009;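 active means inhibition above the mean plus 3 SD of all compounds in the same screening run, cut at about 4.5% in these data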;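 further: 0% = IMP-1 with DMSO and 100% = DMSO wells lacking enzyme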
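System: purified IMP-1; amount: IMP-1 0.2 nM before substrate addition; compound: single dose, 5.6 µM; times: 25 °C, 15 min preincubation, 25 min reaction; signal: Epi-absorbance via hydrolysed-nitrocefin quenching of white-plate fluorescence, 480/530 nm, EDTA stop; benchmarks: DMSO with and without IMP-1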
FID counter: compounds displacing fluorescent DNA intercalator, primary screen, artefact control for HCV NS3 helicase inhibitor project, biochemical, FID fluorescence; inhibition, % at 7.9 µM; 290,000 tested, 0.17% active; AID 1845, 2009; DNA fluorescent intercalator displacement; in the data active means inhibition above about 37%;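 further: 0% = vehicle and 100% = reference compound; higher means more ethidium bromide displaced from hairpin DNA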
OXTR ag: human OXTR agonists, primary screen, fluorescence, CHO-OTR cells, Fluo-8 calcium; Oxytocin receptor (Homo sapiens), P30559; Fluo-8 calcium fluorescence; normalized: DMSO 0%, oxytocin 100%; activation, % at 3 µM; 320,000 tested, 0.32% active; AID 2435, 2010;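 active means activation above the mean of all tested compounds plus 3 SD, cutoff set per screening run, cut at about 20% in these data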;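 further: peak over basal fluorescence ratio from a 100 s FLIPR kinetic read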
Target sequence (P30559 whole entry, looked up): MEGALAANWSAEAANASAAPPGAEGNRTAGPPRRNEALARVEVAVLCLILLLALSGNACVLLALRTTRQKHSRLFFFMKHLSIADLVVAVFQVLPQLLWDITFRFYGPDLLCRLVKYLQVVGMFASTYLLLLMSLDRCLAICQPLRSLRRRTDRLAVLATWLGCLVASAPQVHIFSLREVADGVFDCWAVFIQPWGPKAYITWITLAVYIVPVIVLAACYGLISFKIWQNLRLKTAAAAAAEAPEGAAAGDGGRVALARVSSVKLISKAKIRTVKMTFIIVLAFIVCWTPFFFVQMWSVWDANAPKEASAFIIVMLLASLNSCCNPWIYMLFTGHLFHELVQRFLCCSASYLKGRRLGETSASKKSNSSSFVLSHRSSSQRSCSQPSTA
GPR7 antag: GPR7 receptor antagonists, primary screen, cell-based, fluorescence, single concentration; 290,000 tested, 1.1% active; inhibition, % at 4.4 µM; GPR7-expressing cells, fluorescence antagonist assay; Neuropeptides B/W receptor type 1 (Homo sapiens), P48145; in the data active means inhibition above about 16%, passing the limit was not always enough;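 further: cells stimulated with the agonist NPW; 0% = agonist with vehicle and 100% = vehicle without agonist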
PHOSPHO1 block: PubChem AID 1565; inhibition, % at 13.3 µM; Phosphoethanolamine/phosphocholine phosphatase (Homo sapiens), Q8TCT1; 290,000 tested, 1.1% active; recombinant PHOSPHO1, absorbance phosphatase assay; in the data active means inhibition above about 60%
Target sequence (Q8TCT1 whole entry, looked up): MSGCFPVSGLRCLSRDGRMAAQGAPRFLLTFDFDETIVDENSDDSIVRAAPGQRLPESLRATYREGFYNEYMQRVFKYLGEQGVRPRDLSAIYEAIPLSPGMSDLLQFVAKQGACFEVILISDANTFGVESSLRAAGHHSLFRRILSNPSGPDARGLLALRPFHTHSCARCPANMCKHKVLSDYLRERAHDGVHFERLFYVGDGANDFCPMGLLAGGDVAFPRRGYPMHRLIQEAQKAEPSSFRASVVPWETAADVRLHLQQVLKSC
V1R ag counter: agonists of human V1a receptor, primary screen, counter-screen for OXTR agonist project, fluorescence, CHO-V1R cells | Vasopressin V1a receptor (Homo sapiens), P37288 | activation, % at 3 µM | AID 2797, 2010 | 320,000 tested, 0.25% active | Fluo-8 calcium fluorescence, agonist mode; 0% DMSO, 100% 3 nM vasopressin;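 active means activation above the mean activation of all tested compounds plus 3 SD, per screening run, cut at about 20% in these data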;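 further: signal is peak over basal fluorescence ratio across a 100 second FLIPR read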
Target sequence (P37288 whole entry, looked up): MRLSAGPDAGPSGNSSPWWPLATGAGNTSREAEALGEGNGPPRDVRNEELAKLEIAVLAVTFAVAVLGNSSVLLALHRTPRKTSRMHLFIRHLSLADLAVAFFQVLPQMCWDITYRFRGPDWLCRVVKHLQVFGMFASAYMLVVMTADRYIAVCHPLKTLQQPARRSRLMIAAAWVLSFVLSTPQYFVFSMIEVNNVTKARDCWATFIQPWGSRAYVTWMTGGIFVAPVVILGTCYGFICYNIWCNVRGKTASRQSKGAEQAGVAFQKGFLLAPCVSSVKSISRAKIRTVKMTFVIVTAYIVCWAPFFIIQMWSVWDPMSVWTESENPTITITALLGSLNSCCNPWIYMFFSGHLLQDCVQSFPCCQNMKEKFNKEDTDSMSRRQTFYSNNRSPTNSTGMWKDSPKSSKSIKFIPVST
VIM-2 inhibitor: VIM-2 metallo-beta-lactamase inhibitors, primary screen, biochemical, epi-absorbance readout, Pseudomonas aeruginosa enzyme. purified VIM-2, nitrocefin hydrolysis, epi-absorbance fluorescence. inhibition, % at 5.6 µM. 290,000 tested, 0.89% active;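 active means inhibition above the mean of all tested compounds plus 3 SD, cutoff set per screening run, cut at about 7.5% in these data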;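 further: red hydrolysis product quenches plate fluorescence so inhibitors raise well fluorescence; 0% = enzyme with DMSO and 100% = DMSO without enzyme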
NS3 helicase inh: inhibitors of HCV NS3 helicase, primary screen, biochemical, Cy5 molecular beacon fluorescence. NS3 helicase DNA unwinding. inhibition, % at 10.9 µM. 290,000 tested, 0.56% active. AID 1800, 2009;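 active means inhibition above the mean of all tested compounds plus 3 SD, set per campaign, cut at about 35% in these data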;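 further: 0% = DMSO wells and 100% = thioflavine S control wells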
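Assay system: hepatitis C virus NS3 helicase domain fragment enzyme. Also added: annealed dual-labelled DNA beacon duplex, ATP-started. Timing: 1 h reaction at 25 °C, ATP-initiated. Technique: Cy5 fluorescence at 0 and 60 min, beacon hairpin quenching. Evaluation: % inhibition of unwinding. Replication: one well per compound.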
An asterisk follows results filed as active; x = not tested or not shown. Rows are unselected. Share with any hit: about 4.3%.

SMILES	GalR3 antagonist	IMP-1 inhibitor	FID counter	OXTR ag	GPR7 antag	PHOSPHO1 block	V1R ag counter	VIM-2 inhibitor	NS3 helicase inh
Cc1ccc(C2C3=C(CC(C)(C)CC3=O)Nc3n[nH]c(C)c32)cc1 (stereo unspecified)	-2	-2.1	-11	-1.2	-3	26	0.6	-0.2	-4
CC(C)(C)c1ccc(C(=O)Cn2nc(C(=O)O)c3ccccc3c2=O)cc1	-3	-2.6	-12	-0.3	-14	16	-0.3	-1.6	20
CCn1cc(CN2CCC(n3nccc3NC(=O)Cc3ccccc3)CC2)cn1	-2	-1.6	-1	0.2	-7	22	1.2	-1.7	6
C=CCc1c(C)nc2c(-c3ccccc3)cnn2c1N1CCOCC1	-9	-2.8	-6	x	-13	x	x	-4.6	-4
NC(=O)C(=O)N/N=C/c1cccc(C(F)(F)F)c1	2	-2.6	1	-1.2	-10	19	-0.6	-0.5	-2
COc1ccc(N=C2SC(C(=O)O)CC(=O)N2Cc2ccc(OC)c(OC)c2)cc1 (stereo unspecified)	-2	-4.9	-40	-0.5	-13	12	-0.9	-2.9	8
CCNc1nc(NC(C)CC)nc(ON=C(C)C)n1 (stereo unspecified)	-3	-2.4	-5	-0.1	-15	45	-0.6	-3.8	25
COc1cc(NC(=O)C(=O)NCCN2CCNCC2)c(OC)cc1Cl	1	-2.0	4	-1.3	-23	-5	0.5	10*	-10
C=CCOC(=O)C1=C(C)NC(SCC(=O)Nc2ccccc2)=C(C#N)C1c1ccco1 (stereo unspecified)	-8	-2.5	-9	-1.7	-15	3	0.3	-2.9	-14
Cc1nc2ccc(Cl)cn2c1C(=O)NN	-1	0.1	0	0.1	12	4	-0.1	-2.8	4
O=C(Cc1ccc(O)cc1)NC1CCCCCC1	0	1.2	-8	-0.3	7	39	-0.9	0.6	21
COCCCNc1nc2nonc2nc1N1CCC(C(C)N2CCOCC2)CC1 (stereo unspecified)	-5	-1.1	-4	0.3	-4	70*	0.3	-1.8	18
N/C(=N\OS(=O)(=O)c1cc(Cl)ccc1Cl)c1ccncc1	-1	-2.8	-1	-1.0	-4	20	0.7	-3.6	-3
CCNS(=O)(=O)c1ccc2c3c(cccc13)C(=O)N2	2	-4.0	5	2.0	-19	-5	-0.6	-3.0	2
O=C1CC(NCc2cccs2)C(=O)N1c1ccc(Cl)cc1 (stereo unspecified)	-2	-2.4	-1	0.9	-4	10	2.0	-4.8	3
Cc1ccc(N(CC(=O)N/N=C/c2cccc(Br)c2)S(C)(=O)=O)cc1	-2	-4.2	-10	-1.0	1	12	-0.7	-2.3	4
O=C(CCN1C(=O)c2ccccc2C1=O)Nc1ccncc1	1	-2.0	-1	0.7	-3	5	0.7	-1.1	1
Cn1c(=O)c2c(nc(CN3CCN(CCO)CC3)n2CCc2ccccc2)n(C)c1=O	x	-2.5	2	-0.5	-13	40	0.3	-2.6	1
COc1ccc(CC(=O)NNC(=O)CCc2ccccc2)cc1OC	-8	-1.0	-4	0.8	-8	-10	-0.5	-1.5	-3
CCOC(=O)c1cnc2ccc(C)cc2c1Sc1ccccc1C(=O)OC	2	-2.6	-16	0.1	-6	15	1.5	-3.2	-5
CC(=O)Nc1ccc(S(=O)(=O)NCCSCc2ccco2)cc1	2	2.7	-4	2.7	-8	33	1.2	0.2	4
CCOc1ccc(N(CC(=O)Nc2ccccc2C)S(=O)(=O)c2c(C)noc2C)cc1	-2	-6.1	-30	-1.5	7	13	-1.2	-2.4	0
O=C(COC(=O)c1ccc(S(=O)(=O)N2CCOCC2)cc1)Nc1nc(-c2ccccc2)cs1	-4	-2.9	-3	1.8	1	-12	2.2	-3.4	-3
CCOC(=O)N1CCN(S(=O)(=O)c2c(C(=O)N3CCCCC3)c(C)n(C)c2C)CC1	6	-1.6	-29	0.1	-3	28	0.1	-2.0	-4
C=CCSc1n[nH]c2nc3c(c(=O)n12)C1(CCCC1)Cc1ccccc1-3	-4	-4.0	1	-0.4	-8	42	-0.6	-3.3	1
Cn1nnnc1NCc1ccc(Cl)cc1	-3	-0.5	-1	-0.3	-2	40	0.4	-1.3	-11
Cc1nonc1NC(=O)CSc1nnc(-c2ccoc2C)n1C	3	2.0	-1	0.6	-12	19	2.0	-2.0	-2
O=C(NCc1ccncc1)C(=O)NCC1OCCCN1S(=O)(=O)c1ccccc1 (stereo unspecified)	-6	-2.6	-13	-0.5	2	-10	0.1	-2.5	11
O=C(Nc1ccc2c(c1)OCO2)c1ccc(N2C(=O)c3ccccc3C2=O)cc1	1	0.3	-5	-0.3	17	-18	0.1	-0.2	21
O=C(CN(Cc1ccc(F)cc1)C(=O)CNS(=O)(=O)c1ccc(Cl)cc1)NCC1CCCO1 (stereo unspecified)	-10	-1.1	-33	0.9	-4	10	1.8	-0.6	-6
S=C(Nc1ccc(Cl)cc1Cl)N1CCN(c2ccccn2)CC1	1	-2.2	-10	1.3	-6	24	1.2	-0.3	-10
C/C(=N\Nc1ccccc1Cl)c1ccc(-n2ccnc2)cc1	0	-1.7	-4	-1.1	1	-23	-1.8	3.8	-19
Cc1nc(N)sc1N=Nc1ccc(Br)cc1	-5	-0.9	6	0.3	2	32	-0.8	-3.5	-8
Cc1nc2ccccc2n1C1CC(=O)N(Cc2ccccc2)C1=O (stereo unspecified)	-4	-3.7	-9	11	-3	9	8.8	0.3	2
CC(=O)c1nc(N2C(=O)C3CC=C(C)CC3C2=O)sc1C (stereo unspecified)	-5	-2.5	-3	0.5	0	-20	0.5	0.1	6
CCCOC1CCCN(C(=O)c2cc(COc3c(F)cccc3F)on2)C1 (stereo unspecified)	-2	-0.5	-44	-1.0	-5	-11	0.3	-1.1	1
CCS(=O)(=O)N1Cc2ccccc2CC1C(=O)Nc1cccc(OC)c1 (stereo unspecified)	-7	4.3	-13	-0.5	18	14	-0.3	1.1	-9
C=CCc1ccc(OCCCOc2ccc(C(=O)O)cc2)c(OC)c1	-1	-0.7	-20	5.8	6	25	6.2	2.2	9
CC(C)CN(C(=O)CN1CCN(c2ccc(F)cc2)CC1)c1c(N)n(CC(C)C)c(=O)[nH]c1=O	1	-0.5	-4	1.5	-4	-1	-0.8	-2.0	-3
O=c1cc(O)c2c(=O)n(-c3ccccc3)c3ccccc3c2o1	3	-1.7	-1	0.2	-4	19	0.7	-1.9	3

Filtered by structure, the compounds so far containing two or more sulfur atoms
SMILES	GalR3 antagonist	IMP-1 inhibitor	FID counter	OXTR ag	GPR7 antag	PHOSPHO1 block	V1R ag counter	VIM-2 inhibitor	NS3 helicase inh
CC(=O)Nc1ccc(S(=O)(=O)NCCSCc2ccco2)cc1	2	2.7	-4	2.7	-8	33	1.2	0.2	4
O=C(COC(=O)c1ccc(S(=O)(=O)N2CCOCC2)cc1)Nc1nc(-c2ccccc2)cs1	-4	-2.9	-3	1.8	1	-12	2.2	-3.4	-3

Continued.
SMILES	GalR3 antagonist	IMP-1 inhibitor	FID counter	OXTR ag	GPR7 antag	PHOSPHO1 block	V1R ag counter	VIM-2 inhibitor	NS3 helicase inh
CCCCCOc1ccc(NC(=O)CCCC(=O)O)cc1	-5	-2.1	-13	1.1	-10	-4	-0.3	-1.4	-1
OCC1(Cc2ccccc2)CCCN(C2CCCC2)C1 (stereo unspecified)	-6	-1.4	5	-0.3	2	16	-0.2	0.2	-8
O=C(Nc1ccc(S(=O)(=O)N2CCCCC2)cc1)C1CC(=O)N(c2ccc(F)cc2)C1 (stereo unspecified)	-8	-3.4	-23	2.9	-7	26	3.0	0.9	-7
Cc1nc(N2CCN(c3ccccc3)CC2)nc2c1C(=O)CC(c1ccccc1)C2 (stereo unspecified)	-2	-0.3	-5	-0.3	5	-2	0.8	-0.4	-8
CC(=O)Nc1ccccc1C(=O)C(=O)O	-5	-3.9	-4	-0.2	-15	-18	0.0	-2.1	4
COC(=O)c1ccc(S(=O)(=O)NCCc2ccccc2OC)n1C	-6	-2.1	-10	0.3	-13	2	2.2	-1.4	-7
Cc1cc(SCC(=O)N/N=C/c2ccc(O)cc2O)c(C)cc1Br	-6	1.2	0	12	-7	0	5.9	-5.1	-6
C[n+]1cn(/N=C/c2ccccc2)c2ccccc21	-3	-0.5	-2	-0.3	-5	9	2.1	-0.8	19
CCCS(=O)(=O)Nc1ccc(-c2cn3c(n2)SCC3)cc1	x	-0.1	0	-0.6	15	15	-0.6	0.1	3
CCOC(=O)N1CCN(C(=O)c2c[nH]c3ccc(S(=O)(=O)N(C)c4ccc(F)cc4)cc3c2=O)CC1	-7	-3.2	-44	0.4	-11	47	0.4	-2.2	1
O=C(COc1ccc(Cl)cc1Cl)N/N=C/c1ccccn1	-2	0.3	-22	x	-3	61*	x	0.3	15
Cc1noc(C)c1C(=O)N1CCC(Cc2ccccc2)CC1	-5	-1.8	-13	0.2	9	-11	0.0	-1.1	-2
CC(C)CCN(C(=O)CNC(=O)c1cccs1)C(C(=O)NC1CCCC1)c1ccncc1 (stereo unspecified)	-2	-2.8	-27	0.6	-9	-4	0.4	-3.1	1
COc1cccc(NC(=O)CSCc2cc(=O)n3ccsc3n2)c1	x	-0.8	-1	1.3	-1	-4	-0.4	-1.1	1
COc1ccc(OC)c(CCNC(=O)c2ccc(NC3=NC4CS(=O)(=O)CC4S3)cc2)c1 (stereo unspecified)	x	-3.6	-14	-1.2	3	12	-0.6	-2.2	-9
Cc1ccc(C)c(NC(=O)CSc2ccc(-c3ccco3)nn2)c1	-4	-4.7	-19	-2.0	-8	-66	0.6	-2.9	8

Molecules shown so far containing bromine, in the order listed:
SMILES	GalR3 antagonist	IMP-1 inhibitor	FID counter	OXTR ag	GPR7 antag	PHOSPHO1 block	V1R ag counter	VIM-2 inhibitor	NS3 helicase inh
Cc1ccc(N(CC(=O)N/N=C/c2cccc(Br)c2)S(C)(=O)=O)cc1	-2	-4.2	-10	-1.0	1	12	-0.7	-2.3	4
Cc1nc(N)sc1N=Nc1ccc(Br)cc1	-5	-0.9	6	0.3	2	32	-0.8	-3.5	-8
Cc1cc(SCC(=O)N/N=C/c2ccc(O)cc2O)c(C)cc1Br	-6	1.2	0	12	-7	0	5.9	-5.1	-6

Source: PubChem (several laboratories)
